TcdB inh: TcdB glycohydrolase inhibitors, primary screen, biochemical, single point, plate reader. AID 652162, 2013. TcdB glycohydrolase enzymatic assay. Toxin B (Clostridioides difficile), P18177. 350,000 tested, 0.24% active. inhibition, % at 9.99 µM; in the data active means inhibition above about 10%
Target sequence (P18177 whole entry, looked up): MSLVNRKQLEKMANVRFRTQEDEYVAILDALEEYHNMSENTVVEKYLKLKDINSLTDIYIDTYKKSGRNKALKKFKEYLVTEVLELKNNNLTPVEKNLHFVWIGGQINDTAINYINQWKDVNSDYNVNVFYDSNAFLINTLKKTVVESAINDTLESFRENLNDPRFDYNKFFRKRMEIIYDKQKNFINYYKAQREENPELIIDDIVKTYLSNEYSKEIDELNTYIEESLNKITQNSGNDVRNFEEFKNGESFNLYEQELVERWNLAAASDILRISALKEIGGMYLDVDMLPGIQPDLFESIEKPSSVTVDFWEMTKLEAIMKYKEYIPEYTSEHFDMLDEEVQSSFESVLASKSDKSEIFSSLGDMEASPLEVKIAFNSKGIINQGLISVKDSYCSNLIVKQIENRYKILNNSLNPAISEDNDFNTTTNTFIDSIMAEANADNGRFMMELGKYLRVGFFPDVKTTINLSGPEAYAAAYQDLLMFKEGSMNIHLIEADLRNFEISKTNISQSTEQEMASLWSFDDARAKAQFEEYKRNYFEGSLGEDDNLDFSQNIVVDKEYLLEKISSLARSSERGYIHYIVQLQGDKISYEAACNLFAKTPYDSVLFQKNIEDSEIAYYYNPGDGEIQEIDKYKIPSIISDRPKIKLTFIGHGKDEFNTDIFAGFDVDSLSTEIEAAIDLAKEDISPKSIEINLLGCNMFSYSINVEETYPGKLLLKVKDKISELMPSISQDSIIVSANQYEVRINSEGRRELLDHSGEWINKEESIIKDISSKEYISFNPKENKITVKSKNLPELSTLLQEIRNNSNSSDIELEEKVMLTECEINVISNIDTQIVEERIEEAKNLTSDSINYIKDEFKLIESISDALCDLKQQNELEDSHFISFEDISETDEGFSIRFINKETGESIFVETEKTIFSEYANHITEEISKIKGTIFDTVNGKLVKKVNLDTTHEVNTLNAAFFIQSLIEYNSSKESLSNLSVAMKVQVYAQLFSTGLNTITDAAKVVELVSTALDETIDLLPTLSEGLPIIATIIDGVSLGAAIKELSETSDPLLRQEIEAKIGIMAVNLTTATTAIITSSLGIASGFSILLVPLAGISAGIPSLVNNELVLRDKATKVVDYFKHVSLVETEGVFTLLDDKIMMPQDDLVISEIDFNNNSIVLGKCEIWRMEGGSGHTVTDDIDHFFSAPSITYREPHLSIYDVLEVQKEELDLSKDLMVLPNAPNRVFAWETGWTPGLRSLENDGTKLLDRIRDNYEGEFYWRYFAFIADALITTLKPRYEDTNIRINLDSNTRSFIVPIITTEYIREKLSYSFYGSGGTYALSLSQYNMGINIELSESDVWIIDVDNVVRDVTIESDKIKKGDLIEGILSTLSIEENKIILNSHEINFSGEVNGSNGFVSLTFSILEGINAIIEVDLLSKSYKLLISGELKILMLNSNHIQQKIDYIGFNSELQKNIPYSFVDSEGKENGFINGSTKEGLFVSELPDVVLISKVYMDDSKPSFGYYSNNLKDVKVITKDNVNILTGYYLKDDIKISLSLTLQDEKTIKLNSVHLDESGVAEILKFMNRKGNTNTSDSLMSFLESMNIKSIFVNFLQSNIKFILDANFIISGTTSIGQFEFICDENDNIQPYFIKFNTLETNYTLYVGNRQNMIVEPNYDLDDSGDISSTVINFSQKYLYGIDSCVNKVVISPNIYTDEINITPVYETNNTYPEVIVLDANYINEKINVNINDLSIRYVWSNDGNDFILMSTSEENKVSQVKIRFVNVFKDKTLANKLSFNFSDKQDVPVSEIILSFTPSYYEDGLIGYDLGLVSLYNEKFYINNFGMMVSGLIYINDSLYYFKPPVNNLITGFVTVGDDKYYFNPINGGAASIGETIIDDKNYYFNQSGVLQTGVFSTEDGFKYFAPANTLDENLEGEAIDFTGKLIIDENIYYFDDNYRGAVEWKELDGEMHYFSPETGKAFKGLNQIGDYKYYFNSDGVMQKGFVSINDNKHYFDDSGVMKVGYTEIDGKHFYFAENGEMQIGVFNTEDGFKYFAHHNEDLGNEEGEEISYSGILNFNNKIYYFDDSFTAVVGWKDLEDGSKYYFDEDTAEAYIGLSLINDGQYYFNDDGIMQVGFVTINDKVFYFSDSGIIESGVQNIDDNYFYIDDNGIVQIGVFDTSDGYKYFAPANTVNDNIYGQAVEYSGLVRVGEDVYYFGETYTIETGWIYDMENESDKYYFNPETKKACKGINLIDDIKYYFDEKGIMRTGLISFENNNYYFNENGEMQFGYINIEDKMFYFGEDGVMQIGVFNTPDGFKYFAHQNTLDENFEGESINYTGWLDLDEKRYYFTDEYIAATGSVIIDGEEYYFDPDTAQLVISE
Starred values were filed as active, the others as inactive. This is a subset; count on the stated rates, not on these rows.

The opening three records as a preview:
SMILES | TcdB inh
COCC(=O)N1C[C@H](C)[C@H](OC)CN(C)C(=O)c2cc(NC(=O)c3cc(C)on3)ccc2OC[C@@H]1C | -0.1
O=C(NCCc1ccccc1)[C@H]1N[C@H]2c3ccc(-c4ccc(F)cc4)c(=O)n3C[C@H]2[C@@H]1CO | -12
O=C(c1ccccc1F)N1CC[C@@H]2[C@H](CO)Nc3ccc(-c4ccccc4)cc3[C@@H]21 | 0.4

Results, from the start:
SMILES | TcdB inh
COCC(=O)N1C[C@H](C)[C@H](OC)CN(C)C(=O)c2cc(NC(=O)c3cc(C)on3)ccc2OC[C@@H]1C | -0.1
O=C(NCCc1ccccc1)[C@H]1N[C@H]2c3ccc(-c4ccc(F)cc4)c(=O)n3C[C@H]2[C@@H]1CO | -12
O=C(c1ccccc1F)N1CC[C@@H]2[C@H](CO)Nc3ccc(-c4ccccc4)cc3[C@@H]21 | 0.4
C[C@@H]1CN([C@H](C)CO)C(=O)c2cccc(NC(=O)C3CCOCC3)c2O[C@H]1CN(C)C | 0.0
C[C@H](CO)N1C[C@H](C)[C@H](CN(C)CC2CC2)Oc2ncc(-c3cccc(C(=O)N(C)C)c3)cc2C1=O | 0.5
O=C(C[C@@H]1C[C@@H]2c3cc(NS(=O)(=O)c4ccc(F)cc4)ccc3O[C@@H]2[C@H](CO)O1)NCC(F)(F)F | -0.3
CCCC#Cc1ccc([C@@H]2[C@H]3CN(C(=O)c4ccccn4)CC(=O)N3[C@H]2CO)cc1 | 1.4
CC(C)NC(=O)N(C)C[C@@H]1OCCCC[C@@H](C)Oc2ccc(NC(=O)C3CCCCC3)cc2C(=O)N([C@H](C)CO)C[C@H]1C | 0.8
C[C@@H]1CN([C@H](C)CO)C(=O)Cc2cc(NC(=O)NC3CCCCC3)ccc2O[C@H]1CN(C)C(=O)NC1CCCCC1 | 0.5
CO[C@H]1CN(C)C(=O)c2ccc(NC(C)=O)cc2OC[C@@H](C)N(Cc2ccccc2F)C[C@H]1C | 0.1
C[C@@H]1CN([C@@H](C)CO)C(=O)c2cc(C#CC3CCCC3)cnc2O[C@H]1CN(C)C(=O)C1CCC1 | 1.1
C[C@@H]1CN([C@H](C)CO)C(=O)c2cccc(NC(=O)c3nc4ccccc4s3)c2O[C@@H]1CN(C)Cc1ccc(C(F)(F)F)cc1 | -2.2
CCCC#Cc1ccc([C@@H]2[C@H](CO)N3CCCCN(S(=O)(=O)c4ccccc4C)C[C@@H]23)cc1 | 0.2
C/C=C/c1cccc(-c2nc(C(=O)N3CCN(C)CC3)cc3c2[C@H](CCO)N(C(=O)NC(C)C)C3)c1 | -0.7
C/C=C/c1ccc([C@H]2[C@H](CO)N3C(=O)CN(C(=O)Nc4ccc(OC)cc4)C[C@@H]23)cc1 | -0.3
C[C@@H]1CN([C@@H](C)CO)C(=O)c2cc(NC(=O)CCC(F)(F)F)ccc2O[C@H]1CN(C)CC1CCCCC1 | -0.3
COc1ccc(NC(=O)Nc2ccc3c(c2)CC(=O)N([C@H](C)CO)C[C@@H](C)[C@H](CN(C)C(=O)NC(C)C)O3)cc1 | 1.7
O=C(C[C@@H]1CC[C@@H](NC(=O)Nc2ccc(C(F)(F)F)cc2)[C@@H](CO)O1)NCc1cc(F)cc(F)c1 | -1.0
CC(C)NC(=O)Nc1ccc2c(c1)C(=O)N([C@@H](C)CO)C[C@@H](C)[C@H](CN(C)C(=O)C1CCCCC1)OCCCC[C@H](C)O2 | -0.3
O=C(C1CCOCC1)N1CC2(C1)[C@H](c1ccccc1)[C@H](CO)N2Cc1ccc(Cl)cc1 | -0.5
O=C(CCN1CCCCC1)NCC[C@@H]1CC[C@@H](NC(=O)Cc2cccnc2)[C@@H](CO)O1 | -0.6
C[C@@H]1CN([C@H](C)CO)C(=O)Cc2cc(NC(=O)Cc3ccccc3)ccc2O[C@H]1CN(C)CC1CC1 | 0.8
COCC(=O)Nc1ccc2c(c1)C(=O)N(C)C[C@H](OC)[C@H](C)CN(Cc1cccnc1)[C@@H](C)CO2 | 0.1
CO[C@@H]1CN(C)C(=O)c2ccc(NC(=O)Nc3ccccc3)cc2OC[C@@H](C)N(C(=O)Nc2c(C)noc2C)C[C@@H]1C | 0.9
CN(C)C(=O)c1cccc(-c2ccc3c(c2)[C@@H]2[C@@H](CCN2C(=O)c2ccncc2)[C@@H](CO)N3C)c1 | 0.3
(next part)
SMILES | TcdB inh
CC=Cc1ccc2n(c1=O)C[C@@H]1[C@@H](CO)[C@H](C(=O)NCC3CC3)[C@H]2N1Cc1ccccc1F (mixture of isomers) | 0.4
COc1ccc(NC(=O)Nc2ccc3c(c2)CC(=O)N([C@H](C)CO)C[C@@H](C)[C@H](CN(C)S(=O)(=O)c2cn(C)cn2)O3)cc1 | 0.5
CN1C(=O)c2cc(NC(=O)C3CC3)ccc2OC[C@@H]2O[C@@H](CC(=O)NC3CCC3)CC[C@@H]21 | -12
COc1ccc2c3c([nH]c2c1)[C@@H](CO)N(C(=O)C1CC1)CC31CN(C)C1 | 0.2
C[C@@H]1CN([C@@H](C)CO)C(=O)c2cc(NS(=O)(=O)c3cccs3)ccc2O[C@@H]1CN(C)C(=O)Nc1ccc(F)cc1 | 0.8
C[C@H]1CN([C@@H](C)CO)C(=O)c2cc(NC(=O)Cc3cn(C)c4ccccc34)ccc2O[C@@H]1CN(C)C(=O)Nc1ccc2c(c1)OCO2 | -1.5
C[C@H](CO)N1C[C@H](C)[C@@H](CN(C)C(=O)Nc2cccc(F)c2)Oc2ncc(C#CCN(C)C)cc2C1=O | -0.2
COc1cccc(S(=O)(=O)N2CCCCN3[C@H](CO)[C@@H](c4ccc(-c5cccnc5)cc4)[C@@H]3C2)c1 | 0.1
CC(C)NC(=O)N(C)C[C@@H]1Oc2ncc(C#Cc3ccccc3)cc2C(=O)N([C@H](C)CO)C[C@@H]1C | -0.2
CO[C@@H]1CC[C@H]2CCN(C)C(=O)[C@@H](C)[C@H](OC)CN(C)C(=O)c3cccc(C#N)c3OC[C@@H]1O2 | 1.0
C[C@H](CO)N1C[C@H](C)[C@@H](CN(C)C(=O)Nc2cccc3ccccc23)Oc2c(NS(=O)(=O)c3ccc(Cl)cc3)cccc2C1=O | 0.2
CO[C@@H]1CN(C)C(=O)c2cc(NC(=O)C3CC3)ccc2OC[C@H](C)N(Cc2cccc(F)c2)C[C@H]1C | 0.1
CO[C@H](CN(C)S(=O)(=O)c1cccc(Cl)c1)[C@H](C)CN(C(=O)Nc1ccccc1F)[C@H](C)CO | 1.1
C[C@@H]1CN([C@H](C)CO)C(=O)Cc2cc(NS(=O)(=O)c3ccc(F)cc3)ccc2O[C@@H]1CN(C)S(=O)(=O)c1cccs1 | 0.9
Cc1noc(C)c1NC(=O)N(C)C[C@H]1Oc2ccc(NS(=O)(=O)c3ccccc3)cc2C(=O)N([C@@H](C)CO)C[C@@H]1C | 1.1
C[C@H](CO)N1C[C@H](C)[C@H](CN(C)Cc2ccccc2)Oc2ccc(NC(=O)NC3CCCCC3)cc2C1=O | -1.2
C[C@H](CO)N1C[C@H](C)[C@@H](CN(C)C(=O)Nc2cccc3ccccc23)Oc2ccc(NC(=O)C3CC3)cc2C1=O | 0.7
Cc1ccc(S(=O)(=O)N[C@H]2C=C[C@H](CC(=O)NC3CCCCC3)O[C@@H]2CO)cc1 | -1.6
C[C@H](CO)N1C[C@H](C)[C@H](CN(C)Cc2ccncc2)Oc2ccc(NC(=O)Cc3cn(C)c4ccccc34)cc2CC1=O | 0.4
COc1ccc([Si](C)(C)[C@H]2[C@H](CCn3cc([C@H](O)c4ccccc4)nn3)O[C@@]3(C(=O)N(C)c4ccccc43)[C@@H]2C)cc1 | -0.2
CNC[C@@H]1Oc2ccc(N(C)C)cc2CC(=O)N([C@H](C)CO)C[C@@H]1C | -5.1
CO[C@@H]1CN(C)C(=O)c2cc(NC(=O)C3CC3)ccc2OC[C@H](C)N(Cc2cncnc2)C[C@H]1C | 1.6
C[C@@H]1CCCCO[C@H](CN(C)Cc2ccc3c(c2)OCO3)[C@@H](C)CN([C@@H](C)CO)C(=O)c2cc(NC(=O)Nc3ccccc3)ccc2O1 | -2.1
C[C@H]1CN([C@@H](C)CO)C(=O)Cc2cc(NS(=O)(=O)c3cccs3)ccc2O[C@@H]1CN(C)CC1CCCCC1 | -6.2
Cc1ccc(S(=O)(=O)N[C@H]2CC[C@H](CCn3cc(-c4ccccc4F)nn3)O[C@@H]2CO)cc1 | -0.6
(next part)
SMILES | TcdB inh
COc1ccc(NC(=O)Nc2ccc3c(c2)C(=O)N([C@@H](C)CO)C[C@H](C)[C@@H](CN(C)S(=O)(=O)c2cccs2)OCCCC[C@H](C)O3)cc1 | -0.8
COc1ccccc1NC(=O)N[C@H]1CC[C@@H](CCn2cc(-c3ccccc3)nn2)O[C@H]1CO | 1.1
CN(C)CC#Cc1ccc([C@H]2[C@@H](CO)N3CCCCN(C(=O)Cc4ccccn4)C[C@H]23)cc1 | -0.3
CO[C@@H]1CN(C)C(=O)c2cc(NC(=O)c3ccccc3)ccc2OC[C@@H](C)N(C(C)=O)C[C@@H]1C | -1.1
CCCNC(=O)Nc1ccc2c(c1)OC[C@@H](C)N(C)C[C@H](C)[C@@H](OC)CN(C)C2=O | -1.7
COc1ccc(NC(=O)Nc2cccc3c2O[C@@H](CN(C)S(=O)(=O)c2ccc(OC)cc2)[C@@H](C)CN([C@@H](C)CO)C3=O)cc1 | 1.2
CCCC#Cc1ccc([C@H]2[C@@H](CO)N3CCCCN(C(=O)Cc4ccccn4)C[C@@H]23)cc1 | 0.7
CNC[C@@H]1Oc2ccc(N)cc2C(=O)N([C@@H](C)CO)C[C@H]1C | -5.0
Cc1ccccc1-c1ccc2c(c1)O[C@@H](CN(C)C)[C@@H](C)CN([C@H](C)CO)S2(=O)=O | 1.0
C[C@H]1CN([C@@H](C)CO)C(=O)Cc2cc(NS(=O)(=O)c3ccc(F)cc3)ccc2O[C@@H]1CN(C)S(=O)(=O)c1cccs1 | -0.6
C[C@@H]1CN([C@H](C)CO)C(=O)Cc2cc(NC(=O)C3CCCCC3)ccc2O[C@H]1CN(C)C(=O)Nc1ccc(C(F)(F)F)cc1 | -0.1
C[C@H](CO)N1C[C@H](C)[C@@H](CN(C)C(=O)Nc2ccccc2)Oc2ccc(NS(=O)(=O)c3cccs3)cc2CC1=O | -0.4
CCCNC(=O)N1CC2(CN(Cc3ccncc3)C2)c2c(n(C)c3cc(OC)ccc23)[C@@H]1CO | 0.3
O=C(Nc1ccccc1F)N[C@@H]1CC[C@@H](CCNC(=O)C2CC2)O[C@H]1CO | -15
COc1ccc(NC(=O)Nc2ccc3c(c2)C(=O)N([C@@H](C)CO)C[C@@H](C)[C@H](CN(C)C(=O)Nc2c(C)noc2C)O3)cc1 | 0.3
O=C(c1ccncc1)N1C[C@H]2[C@@H](c3ccccc31)[C@H](CO)N2C(=O)CN1CCOCC1 | -1.2
CO[C@@H]1CN(C)C(=O)c2ccc(NS(=O)(=O)c3cn(C)cn3)cc2OC[C@H](C)N(C)C[C@H]1C | -0.1
O=C(C[C@H]1CC[C@@H]2[C@H](COC[C@H](O)CN2C(=O)c2ccccc2F)O1)NCc1ccc(F)cc1 | 0.6
C[C@H]1CCCCO[C@H](CN(C)S(=O)(=O)c2cccs2)[C@@H](C)CN([C@@H](C)CO)C(=O)c2cc(NS(=O)(=O)c3ccccc3)ccc2O1 | -4.2
C[C@H]1CN([C@@H](C)CO)C(=O)c2cc(NC(=O)C3CC3)ccc2O[C@@H]1CN(C)C(=O)Nc1ccc2c(c1)OCO2 | 0.2
Cc1noc(C)c1NC(=O)Nc1ccc2c(c1)C(=O)N([C@@H](C)CO)C[C@H](C)[C@H](CN(C)S(=O)(=O)c1ccc(Cl)cc1)O2 | 0.9
COc1ccccc1-c1cnc2c(c1)C(=O)N([C@@H](C)CO)C[C@H](C)[C@H](CN(C)Cc1cccnc1)O2 | 2.3
CCCNC(=O)N1C[C@@H](C)[C@H](OC)CN(C)C(=O)c2ccc(NC(=O)CC)cc2OC[C@H]1C | 0.5
Cc1ccc(S(=O)(=O)Nc2ccc3c(c2)C(=O)N([C@@H](C)CO)C[C@@H](C)[C@@H](CN(C)C(=O)Nc2ccc(C(F)(F)F)cc2)O3)cc1 | -0.3
CC(C)NC(=O)Nc1ccc2c(c1)CC(=O)N([C@@H](C)CO)C[C@H](C)[C@H](CN(C)CC1CC1)O2 | -0.2
O=C1CN(Cc2ccc(F)cc2)C[C@@H]2[C@H](c3ccc(Br)cc3)[C@H](CO)N12 | -2.2
C[C@H](CO)N1C[C@H](C)[C@H](CN(C)S(=O)(=O)c2ccccc2)OCCCC[C@H](C)Oc2ccc(NS(=O)(=O)c3cn(C)cn3)cc2C1=O | 0.4
Cc1ccc(S(=O)(=O)N[C@@H]2CC[C@@H](CCn3cc(C4CCCCC4)nn3)O[C@H]2CO)cc1 | -0.6
O=C(Nc1cccc(F)c1)N1CC(=O)N2[C@H](CO)[C@H](c3ccc(Br)cc3)[C@@H]2C1 | -0.9
CCS(=O)(=O)Nc1ccc2c(c1)C(=O)N(C)C[C@@H](OC)[C@@H](C)CN(C(=O)c1ccc3c(c1)OCO3)[C@@H](C)CO2 | -0.1

6 consecutive compounds from above, for reference:
SMILES | TcdB inh
COCC(=O)N1C[C@H](C)[C@H](OC)CN(C)C(=O)c2cc(NC(=O)c3cc(C)on3)ccc2OC[C@@H]1C | -0.1
O=C(NCCc1ccccc1)[C@H]1N[C@H]2c3ccc(-c4ccc(F)cc4)c(=O)n3C[C@H]2[C@@H]1CO | -12
O=C(c1ccccc1F)N1CC[C@@H]2[C@H](CO)Nc3ccc(-c4ccccc4)cc3[C@@H]21 | 0.4
C[C@@H]1CN([C@H](C)CO)C(=O)c2cccc(NC(=O)C3CCOCC3)c2O[C@H]1CN(C)C | 0.0
C[C@H](CO)N1C[C@H](C)[C@H](CN(C)CC2CC2)Oc2ncc(-c3cccc(C(=O)N(C)C)c3)cc2C1=O | 0.5
O=C(C[C@@H]1C[C@@H]2c3cc(NS(=O)(=O)c4ccc(F)cc4)ccc3O[C@@H]2[C@H](CO)O1)NCC(F)(F)F | -0.3

High-throughput results: PubChem BioAssay, Broad Institute
